# Source: PubChem BioAssay (several laboratories)
# Mac1 fbg inh = inhibitors of CD11b/CD18 adhesion to fibrinogen, primary screen, K562 cells, luminescence; Integrin beta-2 (Homo sapiens) + Integrin alpha-M (Homo sapiens), P05107+P11215; ATPlite luminescence; Mn2+ added to activate the integrin; inhibition, % at 10 µM; actives 0.54% (n = 93,000);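 active means primary inhibition of 50% or more at 10 µM, then 40% or more on retest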; further: some results filed as inactive read as strong as hits
# CD11b adhes enh = enhancers of CD11b/CD18 adhesion to fibrinogen, primary screen, K562 cells, luminescence | Integrin beta-2 (Homo sapiens) + Integrin alpha-M (Homo sapiens), P05107+P11215 | ATPlite luminescence | activation, % at 10 µM | actives 0.07% (n = 93,000) | AID 1499, 2009;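 active means 10 µM primary screen giving 50% or more activity, confirmed by 40% or more on retest at that dose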; further: strong numbers were not always called active; reference of the scale not given here
# Ecoli WT expand = growth inhibitors of wild-type E. coli, primary screen, strain BW25113, expanded library, OD600; growth inhibition, % at 100 µM; actives 0.15% (n = 98,000); OD600 absorbance;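 active means growth inhibition above about 50% at one test dose, limit read from the data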;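 further: growth measured after 20 h incubation at 37 °C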
# MT1-MMP txn act = MT1-MMP promoter reporter activation – cell-based, luciferase luminescence, primary screen; HT1080 MT1-MMP promoter luciferase reporter, overnight; hits give high values; activation factor at 10 µM; actives 0.16% (n = 86,000); AID 750, 2007;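 active means activation factor of at least 2 for MT1-MMP transcription at 10 µM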
# ERa coact inh = ERα–SRC-1 coactivator interaction inhibitors, primary screen, biochemical, TR-FRET, ERα LBD, estradiol-bound. Estrogen receptor (Homo sapiens), P03372. TR-FRET ER-alpha LBD / SRC-1 peptide. inhibition, % at 25.6 µM. actives 1.7% (n = 86,000). AID 629, 2007; in the data active means inhibition above about 50%;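 further: 0% = receptor plus peptide control and 100% = peptide only without receptor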
# Target sequence (P03372 whole entry, looked up, the tested form may be a part): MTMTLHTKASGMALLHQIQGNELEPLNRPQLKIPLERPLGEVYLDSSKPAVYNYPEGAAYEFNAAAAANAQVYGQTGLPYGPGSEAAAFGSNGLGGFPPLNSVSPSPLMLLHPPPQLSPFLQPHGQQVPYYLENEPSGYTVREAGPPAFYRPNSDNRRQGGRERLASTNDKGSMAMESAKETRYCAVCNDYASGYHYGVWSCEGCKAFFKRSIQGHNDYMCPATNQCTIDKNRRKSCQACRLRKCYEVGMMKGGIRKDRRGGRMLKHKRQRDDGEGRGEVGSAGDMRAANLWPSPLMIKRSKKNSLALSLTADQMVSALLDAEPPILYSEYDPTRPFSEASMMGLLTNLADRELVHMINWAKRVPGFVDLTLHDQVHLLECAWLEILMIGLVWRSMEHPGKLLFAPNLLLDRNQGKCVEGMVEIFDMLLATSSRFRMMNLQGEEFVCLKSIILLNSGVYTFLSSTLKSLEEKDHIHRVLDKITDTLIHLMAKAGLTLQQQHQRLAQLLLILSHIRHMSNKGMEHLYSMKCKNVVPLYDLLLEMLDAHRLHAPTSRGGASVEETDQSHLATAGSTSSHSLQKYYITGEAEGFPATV
# FAK inh = FAK kinase inhibitors, primary screen, biochemical; Focal adhesion kinase 1 (Homo sapiens), Q05397; biochemical FAK kinase activity assay; inhibition, %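 (tested at 7 µM)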; actives 0.84% (n = 97,000); AID 727, 2007; in the data active means inhibition above about 19%;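 further: 0% = DMSO and 100% = reference compound high control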
# ERb SRC1 inh = inhibitors of ERβ-SRC1 coactivator interaction, primary screen, biochemical, TR-FRET, ERβ LBD, SRC-1 peptide. Estrogen receptor beta (Homo sapiens), Q92731. TR-FRET ER-beta LBD / SRC1-Cy5 peptide binding; receptor agonist-loaded with 1 µM estradiol. inhibition, % at 25.6 µM. actives 1.3% (n = 86,000);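 active means compounds whose percent inhibition of the receptor-coactivator binding signal exceeds about 50% in the single-dose screen, limit read from the data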;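 further: 0% = receptor plus peptide wells without compound and 100% = peptide-only wells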
# ERa coact pot = enhancers of ERα–SRC-1 coactivator binding, primary screen, biochemical, TR-FRET, ERα LBD, low estradiol; actives 1.3% (n = 86,000); AID 639, 2007; TR-FRET ERalpha-LBD/SRC-Cy5 coactivator binding, 2 h; 100 = basal binding, no effect; coactivator binding (% of control), % at 25.6 µM; in the data active means activity above about 200%;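 further: binding measured in presence of low estradiol as agonist stimulus; 0% = peptide alone without receptor and 100% = receptor with peptide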
# PLAP act = PLAP enzyme activators, biochemical, luminescence, HTS. AID 696, 2007. actives 1.2% (n = 96,000). purified PLAP enzyme, luminescent substrate read-out; hits give high values. activation fold at 20 µM; in the data active means activation fold above about 2
# Active calls of the source: *; x = no result given; [ ] = another dose, or the depositor's remark.
SMILES,Mac1 fbg inh,CD11b adhes enh,Ecoli WT expand,MT1-MMP txn act,ERa coact inh,FAK inh,ERb SRC1 inh,ERa coact pot,PLAP act
C=CCSC1=C(C#N)C(c2ccccc2Cl)CC(=O)N1 (stereo unspecified),-5.3,0.0,-2.0,1,-4.1[fluorescence artefact?],1.2,3.8[fluorescence artefact?],78.9,1.1
Cc1cc(NC(=O)CSc2nnc(Nc3ccccc3)s2)no1,10.5,32.7,-8.0,x,x,-0.1,x,x,0.2
CCc1cc2c(=O)c(-c3nc4ccccc4n3C)c(COCC(=O)O)oc2cc1OC(=O)C(C)(C)C,-14.7,0.8,7.0,1.2,-6.7,-14.2,-4.0,97.3,1.5
COC(=O)NNC(=O)c1cccc(C)c1,-3.4,-5.6,6.0,x,x,-6.0,x,x,1
COCCCNS(=O)(=O)c1ccc2c3c(cccc13)C(=O)S2,x,x,1.0,1.1,-1.2,8.2,-2.9,106.9,x
CC(=O)c1ccc(-n2nnnc2SCC(=O)Nc2cccc(NC(=O)c3ccco3)c2)cc1,x,x,-7.0,1.1,13.5,0.9,9.8[fluorescence artefact?],106.3,0.9
CN(Cc1nc2ccccc2c(=O)[nH]1)C(=O)c1ccc(S(=O)(=O)N(C)C)cc1,-11.6,-3.2,2.0,1.1,-4.3,-0.9,-4.7,98.9,0.9
COc1cccc(NC(=O)CSc2nnc(Cc3cccs3)n2-c2ccc(C)cc2)c1,8.4,5.6,-12.0,1,4.1,-1.1,0.5,80.0,1.5
CCCC/C(O)=C/c1nc2ccccc2[nH]c1=O,4.1,-2.0,-4.0,x,x,0.1,x,x,0.9
C=CCOC(=O)C1=C(C)OC(N)=C(C#N)C1c1c(C)nn(-c2ccccc2)c1Cl (stereo unspecified),20.1,-2.8,5.0,1,-4.0,-6.0,4.2,86.4,1.5
O=C(Nc1ccn(Cc2c(F)c(F)cc(F)c2F)n1)c1ccc(COc2ccccc2Cl)cc1,19.8,-3.9,-13.0,x,x,0.2,x,x,1
CCOC(=O)c1c(C)n(C)c2ccc(OC)c(NC(=O)CCN3CCSCC3)c12,-19.4,-2.4,-6.0,1.3,9.7,-1.6,-3.8[fluorescence artefact?],131.9,1.6
COc1ccc(CNC(=O)c2ccccc2[N+](=O)[O-])cc1,-2.0,-0.2,5.0,x,x,-1.6,x,x,1.1
COc1ccc(C(=O)Nc2ccccc2C(=O)NC(C)C)cc1OC,-30.4,3.9,-2.0,x,-9.7,0.3,1.2,129.8,1.2
COc1ccc(NC(=O)C2CCCN(S(=O)(=O)c3cccc4cccnc34)C2)cc1OC (stereo unspecified),-7.8,1.1,1.0,1.1,-2.2,5.7,10.3,119.6[fluorescence artefact?],0.9
Cc1cc(C)c(NC(=O)CSc2nc3ccc(NC(=O)CSc4nnnn4Cc4ccccc4)cc3s2)c(C)c1,x,x,x,1.3,67.3*,0.0,7.2,114.4,x
Cc1ccccc1N(CC(=O)NCCSC1CCCCC1)S(=O)(=O)c1ccccc1,-12.9,8.5,-17.0,x,x,1.9,x,x,1
CN1CCc2nc(NC(=O)c3cccc(S(=O)(=O)N4CCc5ccccc54)c3)sc2C1,-3.5,77.8,8.0,1.2,8.0[fluorescence artefact?],-2.2,8.7[fluorescence artefact?],161.4,1.9
CCn1c(=N)n(CC(O)c2ccco2)c2ccccc21 (stereo unspecified),-8.9,0.4,0.0,1,0.5,7.0,-2.4,111.7,0.8
CC(C)COc1ccc(Cc2cnc(N)nc2N)cc1,-16.8,-0.4,66.0*,1,0.6,-1.6,4.8,93.0,0.9
CSc1nc(C)cc(SCC(=O)Nc2ccc(Cl)cc2Cl)n1,x,x,x,1.1,-11.7,-2.1,-16.0,98.1,x
O=C(CSc1ncc(-c2ccccc2)[nH]1)Nc1cccc(O)c1,-25.5,-2.1,4.0,x,x,0.0,x,x,1.1
Cc1ccc2ncnc(NCCCN3CCOCC3)c2c1,-42.2,-3.2,9.0,1.2,-20.1,0.4,-7.3,94.4,1
O=C(NCc1ccncc1)C1CCN(S(=O)(=O)Cc2ccccc2)CC1,10.4,-2.8,5.0,1.3,-0.5,-2.9,-8.5[fluorescence artefact?],109.3,1
Cc1ccc(S(=O)(=O)NC(=NCC(=O)O)c2ccccc2)cc1,1.7,-3.0,-5.0,1,1.3,0.9,4.2,136.2,0.9
O=C(NCc1cccs1)C1CCCN(S(=O)(=O)c2ccc(Br)s2)C1 (stereo unspecified),7.8,0.4,-2.0,x,10.6,2.4,2.0,102.1,1.1
CC(C)N1C(=O)CCC1C(=O)NCCc1ccc(Cl)cc1 (stereo unspecified),x,x,x,1.1,-3.7,x,-8.5,101.1,x
O=c1c(O)c(-c2cccs2)oc2ccccc12,-53.9,2.6,0.0,1.1,-0.4[fluorescence artefact?],23.3*,-2.0,90.3[fluorescence artefact?],1.1
CCOC(=O)c1c(CN2CCN(C)CC2)oc2ccc(O)cc12,15.3,-5.1,-3.0,1.2,-5.8[fluorescence artefact?],1.3,7.8,118.2[fluorescence artefact?],1
CC1CCN(c2nc3ccccc3nc2C(C#N)S(=O)(=O)c2ccccc2)CC1 (stereo unspecified),x,x,x,1.1,2.2,x,-4.6,86.5,x
Cc1cccc(N2C(=O)CC(N3CCN(Cc4ccc(Cl)cc4)CC3)C2=O)c1 (stereo unspecified),-9.2,-1.2,-6.0,1.1,10.4,-3.3,-2.5,91.6,1.5
Cc1cccc(NC(=O)c2cc(NC(=O)CCCC(=O)O)ccc2Cl)n1,5.2,-4.7,-3.0,1.1,-3.9,0.3,-15.2,95.1,1.3
CCOc1ccc(CC(=O)Nc2ccc(S(=O)(=O)Nc3cc(C)on3)cc2)cc1OCC,-3.4,-5.0,8.0,1.1,-1.6,-2.8,-18.6,310.8*[fluorescence artefact?],1.1
CC1CCCCC1NC(=O)CCCc1nc2ccccc2c(=O)[nH]1 (stereo unspecified),-9.6,2.0,2.0,1,-1.2,1.0,8.6,120.0[fluorescence artefact?],0.9
O=C(Cn1cc(C(=O)C2CC2)c2ccccc21)NCc1ccc2c(c1)OCO2,x,x,-9.0,1.2,-7.3,-5.0,-14.6[fluorescence artefact?],108.5,1.1
CC1(C)CC(=O)c2cc(C(=O)NCc3ccco3)c(=O)n(-c3ccccc3)c2C1,4.7,3.1,3.0,1.2,-11.8,-1.3,-27.5,97.6,1.1
CCOC(=O)c1oc2ccccc2c1NC(=O)COc1cccc(OC)c1,x,x,-10.0,1.1,-0.6[fluorescence artefact?],-2.1,5.0[fluorescence artefact?],111.4[fluorescence artefact?],0.9
Cc1ccc(C(=O)c2c(NC(=O)c3cccnc3)sc3c2CCCC3)cc1,-1.3,0.4,-16.0,x,x,2.5,x,x,1.1
COc1ccc2c(CN(C)c3ccccc3)cc(=O)oc2c1,18.0,-0.9,2.0,1,-2.0,3.3,12.4[fluorescence artefact?],86.0[fluorescence artefact?],1.5
COc1ccc(Cl)cc1NC(=O)CN1C(=O)CSC1=O,x,x,-2.0,1.2,-4.0,-0.3,-9.7,112.2,1.1

# Random excerpt: 5 entries already listed.
SMILES,Mac1 fbg inh,CD11b adhes enh,Ecoli WT expand,MT1-MMP txn act,ERa coact inh,FAK inh,ERb SRC1 inh,ERa coact pot,PLAP act
COc1ccc2c(CN(C)c3ccccc3)cc(=O)oc2c1,18.0,-0.9,2.0,1,-2.0,3.3,12.4[fluorescence artefact?],86.0[fluorescence artefact?],1.5
COc1ccc(Cl)cc1NC(=O)CN1C(=O)CSC1=O,x,x,-2.0,1.2,-4.0,-0.3,-9.7,112.2,1.1
CCOc1ccc(CC(=O)Nc2ccc(S(=O)(=O)Nc3cc(C)on3)cc2)cc1OCC,-3.4,-5.0,8.0,1.1,-1.6,-2.8,-18.6,310.8*[fluorescence artefact?],1.1
CC1CCCCC1NC(=O)CCCc1nc2ccccc2c(=O)[nH]1 (stereo unspecified),-9.6,2.0,2.0,1,-1.2,1.0,8.6,120.0[fluorescence artefact?],0.9
Cc1ccc(C(=O)c2c(NC(=O)c3cccnc3)sc3c2CCCC3)cc1,-1.3,0.4,-16.0,x,x,2.5,x,x,1.1

# (list continues)
SMILES,Mac1 fbg inh,CD11b adhes enh,Ecoli WT expand,MT1-MMP txn act,ERa coact inh,FAK inh,ERb SRC1 inh,ERa coact pot,PLAP act
Cc1cc2occ(CC(=O)Nc3nnc(C4CC4)s3)c2cc1C,0.4,12.9,-3.0,x,x,0.9,x,x,0.9
COc1ccc(-n2nc(C(=O)Nc3ccc4c(c3)OCO4)c3ccccc3c2=O)c(OC)c1,-27.9,23.1,-3.0,1.1,42.3[fluorescence artefact?],x,13.7,132.8[fluorescence artefact?],1.1
CN1C(=O)/C(=C/c2ccccc2OCc2cccc(F)c2)N(C)C1=S,-62.2,-3.6,-26.0,x,x,-0.8,x,x,0.7
O=C(c1ccccc1)N1CCN(c2ccc(NCc3ccc4c(c3)OCO4)cc2)CC1,17.3,0.4,-6.0,1.1,x,1.1,x,x,1.5
O=[N+]([O-])c1cc2c(cc1/C=N\NS(=O)(=O)c1ccccc1)OCO2,-57.3,2.7,3.0,x,x,3.3,x,x,1
COc1ccc(CN(C(=O)CNC(=O)c2ccco2)C(C(=O)NC2CCCC2)c2ccco2)cc1 (stereo unspecified),-32.0,1.5,1.0,1.1,-5.1,-1.2,-5.3[fluorescence artefact?],122.8,0.9
CCOC(=O)C1CCN(C(=O)CSc2ccccc2)CC1,-32.3,0.0,3.0,1.3,-2.9[fluorescence artefact?],2.5,-8.1,84.3,1.1
CC(C)(C)c1cc(NC(=O)COc2ccc(Br)cc2)n(-c2ccccc2)n1,14.7,-5.3,-14.0,x,x,0.9,x,x,0.9
OC1(c2cccc(C(F)(F)F)c2)CCN(c2ncnc3c2[nH]c2ccccc23)CC1,x,x,0.0,1.3,-5.6,3.7,-0.3[fluorescence artefact?],96.2,x
O=C(C1CCCN(S(=O)(=O)c2cccc3nsnc23)C1)N1CCc2ccccc2C1 (stereo unspecified),18.3,-3.1,-12.0,1.1,x,-0.4,x,x,1.2
Cc1sc2c(c1C)c(=O)nc1scc(C)n12,x,x,x,1,11.6,-2.4,4.4,112.2,x
COc1cc(-c2nn3c(-c4cccc(C)c4)nnc3s2)cc(OC)c1OC,55.5,9.8,-3.0,0.9,17.0,18.1,11.0,105.7[fluorescence artefact?],1.3
CN(C)CCN1C(=O)C(=O)/C(=C(/O)c2ccc(F)cc2)C1c1ccccc1 (stereo unspecified),-0.3,-3.1,3.0,1.1,-10.2,1.4,-8.1[fluorescence artefact?],112.3,1.5
c1ccc(-c2nc3ccccn3c2NCc2ccc3c(c2)OCO3)cc1,x,x,6.0,1.2,-9.6,-0.4,-7.5,87.0,0.6
CN(Cc1ccc(OC(F)F)cc1)C(=O)c1ccc2nccnc2c1,-0.8,-4.3,6.0,1.2,1.3,0.2,-3.9,117.9,0.9
Cc1ccc(Cn2ccc(NC(=O)c3cc(CC(C)C)on3)n2)cc1,30.7,-2.0,-6.0,1,-4.6,x,-2.7,114.4,0.9
COC(=O)CSc1nnc(-c2sc3cc(OC)ccc3c2Cl)n1C,11.7,-3.5,0.0,0.9,-18.3,1.3,-18.8,98.1,1.3
